Source: PubChem
Peg3 promoter: Peg3 promoter-driven luciferase inhibitors, primary screen, cell-based, HeLa, luciferase luminescence. HeLa PEG-Prom luciferase reporter, overnight. inhibition, % at 20 µM. 360,000 tested, 1.7% active;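 active means inhibition of at least 50% at 20 µM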
HIF-2a inh: HIF-2a reporter inhibitors, primary screen, luminescence, 786-0 RCC cells. AID 624352, 2012. inhibition, % at 18.8 µM. 786-0 RCC cells HIF-2a reporter, luciferase luminescence, overnight. 360,000 tested, 0.72% active;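 active means inhibition of the luminescence signal of 40% or more relative to plate controls, in a single-dose primary screen at 18.75 µM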
m5-HT2A agonist: mouse Htr2a agonists via beta-arrestin recruitment, primary screen, cell-based, luminescence; CHO-K1 mHTR2A beta-arrestin complementation; percent of 30 µM serotonin response; activation, % at 7.6 µM; 360,000 tested, 0.66% active; AID 624169, 2012;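 active means activation above a run cutoff, the mean activation of all tested compounds plus 3 SD, cut at about 14% in these data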;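 further: 0% = plate median of compound wells and 100% = 30 µM serotonin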
PDI inh: inhibitors of human PDI, primary screen, biochemical, turbidity, single point, plate reader; inhibition, % at 10 µM; Protein disulfide-isomerase (Homo sapiens), P07237; PDI insulin aggregation turbidity, A650, 90 min; 350,000 tested, 0.052% active;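 active means mean inhibition across replicates of 30% or more, whatever share of single replicates reach that level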;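 further: absorbance from insulin aggregation driven by PDI reduction with DTT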
Target sequence (P07237 whole entry, looked up): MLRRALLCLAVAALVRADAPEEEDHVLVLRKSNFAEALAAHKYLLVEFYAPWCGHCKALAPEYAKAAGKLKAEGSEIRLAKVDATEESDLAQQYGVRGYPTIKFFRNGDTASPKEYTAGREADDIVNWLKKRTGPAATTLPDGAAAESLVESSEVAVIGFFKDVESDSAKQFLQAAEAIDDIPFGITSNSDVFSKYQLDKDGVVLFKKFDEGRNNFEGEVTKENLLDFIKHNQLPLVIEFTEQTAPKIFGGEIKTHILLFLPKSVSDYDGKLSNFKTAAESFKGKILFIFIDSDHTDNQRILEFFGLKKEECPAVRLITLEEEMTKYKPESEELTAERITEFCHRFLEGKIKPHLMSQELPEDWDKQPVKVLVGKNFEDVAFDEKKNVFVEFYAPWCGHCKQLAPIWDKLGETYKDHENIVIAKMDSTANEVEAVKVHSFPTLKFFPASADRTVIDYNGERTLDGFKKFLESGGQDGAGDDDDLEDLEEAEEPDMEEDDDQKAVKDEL
hiPSC survival: enhancers of single-cell hiPSC survival, primary screen, ATPlite luminescence; 100% = ROCK inhibitor wells, 0% = DMSO; survival enhancement, % at 20 µM; 360,000 tested, 0.044% active; AID 602274, 2012; in the data active means survival enhancement above about 18%;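 further: cells exposed to compounds for 16 hours before the ATP read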
TRPM1 prom inh: inhibitors of MITF-dependent TRPM1 promoter reporter, primary screen, cell-based, SK-MEL-5, single point, luciferase | 330,000 tested, 0.83% active | inhibition, % at 12.5 µM | SK-MEL-5 TRPM1 promoter luciferase, 24 h;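 active means mean inhibition across replicates of 60% or more, whatever share of single replicates reaches that level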; further: values of inactives mirror those of a sister screen read the other way
Shn3 inh set2: reduction of Shn3 3'UTR firefly luciferase signal, primary screen, Schnurri-3 inhibitor project, cell-based, Clone20 osteoblasts, set 2. inhibition, % at 12.5 µM. 360,000 tested, 0.52% active. Clone20 osteoblast Shn3 3'UTR firefly luciferase, 24 h;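 active means mean inhibition of at least 75% with every replicate also reaching 75%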;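 further: 0% = median of neutral control wells and 100% = pilot-screen positive control compound; some compounds past the cut are filed as inactive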
Cardio protect: cardioprotection against H2O2-induced cell death, primary screen, uHTS, H9c2 cells, ATPLite luminescence; 360,000 tested, 0.63% active; H9c2 cardiomyocytes, H2O2 injury protection, 2 h; AID 588492, 2011; protection from H2O2 cell death, % at 20 µM;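 active means compounds giving at least 50% protection of heart cells from peroxide-induced death in the single-dose screen, raw or plate-pattern-corrected value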;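 further: 0% = DMSO wells with peroxide and 100% = DMSO wells without peroxide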
NR2E3 ag-1: inhibitors of NR2E3-RetCOR corepressor binding, primary screen, NR2E3 agonist project, biochemical, TR-FRET, GST-NR2E3, biotin-RetCOR; Photoreceptor-specific nuclear receptor (Homo sapiens), Q9Y5X4; 1536-well; inhibition of corepressor binding, % at 4.78 µM; 320,000 tested, 0.12% active; AID 2300, 2010;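 active means percent inhibition above the cutoff of mean plus 3 SD of all tested compounds, set per screening campaign, cut at about 20% in these data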;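 further: 0% = DMSO wells and 100% = biotin wells as full block of FRET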
Target sequence (Q9Y5X4 whole entry, looked up): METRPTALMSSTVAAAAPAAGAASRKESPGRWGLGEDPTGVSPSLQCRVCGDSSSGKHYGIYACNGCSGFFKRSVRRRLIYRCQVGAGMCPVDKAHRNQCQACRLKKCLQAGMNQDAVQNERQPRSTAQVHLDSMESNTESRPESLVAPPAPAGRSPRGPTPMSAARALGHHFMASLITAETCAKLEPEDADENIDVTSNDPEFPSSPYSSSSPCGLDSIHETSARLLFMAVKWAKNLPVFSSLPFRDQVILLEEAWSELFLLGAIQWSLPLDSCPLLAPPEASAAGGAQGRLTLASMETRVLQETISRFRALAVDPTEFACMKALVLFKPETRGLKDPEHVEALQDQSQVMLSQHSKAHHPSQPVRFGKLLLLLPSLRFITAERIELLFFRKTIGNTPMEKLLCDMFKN
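system = GST-tagged NR2E3 plus biotinylated RetCOR corepressor | input = 1.35 nM GST-NR2E3 | also added = 7 nM biotin-RetCOR | schedule = 5 h incubation at 4 °C | measured by = TR-FRET with europium anti-GST and streptavidin-D2, 340 nm excitation | read-out = percent loss of FRET ratio relative to control wells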
NR2E3 ag-2: NR2E3 agonists in two-hybrid cells, primary screen, cell-based, luminescence, CHO-S, Gal4-NCOR/VP16-NR2E3; Photoreceptor-specific nuclear receptor (Homo sapiens), Q9Y5X4; luciferase; inhibition of corepressor binding, % at 3.98 µM; 360,000 tested, 0.35% active; AID 602229, 2012;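 active means inhibition above the mean of all tested compounds plus 3 SD, cut at about 70% in these data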;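 further: 0% = DMSO with NR2E3 transfected cells and 100% = cells lacking NR2E3 construct; higher means lower luciferase signal from less NR2E3 corepressor binding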
CaV13 FRET inh: Primary screen for inhibitors of IQ motif and Ca2+-dependent inactivation inhibitor domain binding in CACNA1D, Förster resonance energy transfer in living cells, …; HEK cells, CFP/YFP FRET ICDI-IQ, plate reader, 10 min; percent FRET-ratio fall versus neutral wells; inhibition, % at 12.3 µM; 340,000 tested, 0.098% active;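 active means mean replicate inhibition of at least 30% and at least 1% of replicates passing that level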;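 further: 0% = median of the neutral control wells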
* hit, by the source's call; x = not tested or not shown. An unsorted share of the library; overall some 3.9% were active at least once.

SMILES	Peg3 promoter	HIF-2a inh	m5-HT2A agonist	PDI inh	hiPSC survival	TRPM1 prom inh	Shn3 inh set2	Cardio protect	NR2E3 ag-1	NR2E3 ag-2	CaV13 FRET inh
CSCC[C@H](NC(=O)OC(C)(C)C)c1nnc(SCc2ccc(F)cc2)o1	7	12	0	1	6.1	4	24	-15	1	-6	x
O=C(NC(=S)Nc1ccc(N2CCOCC2)cc1)c1cncc(Br)c1	-9	10	2	-5	0.3	-21	-6	-2	-2	0	-4
Cc1cc(C)c(S(=O)(=O)Nc2ncn[nH]2)c(C)c1	5	-1	-1	-5	1.4	16	4	2	x	21	-4
CN(C)c1ccnc(C(=O)O)c1	10	13	4	9	-1.5	1	-12	2	-3	-25	-3
COC(=O)c1cc(C(=O)N2CCN(c3ncccn3)CC2)cc([N+](=O)[O-])c1	2	15	-1	-8	-0.1	-4	-8	-1	3	-13	-4
CCOc1ccccc1NC(=O)N1CCC(NC(=O)c2ccccc2C)CC1	19	-8	3	-1	0.4	5	-5	5	4	-12	-4
O=C(Nc1ccccc1)c1nsnc1C(=O)Nc1ccccc1	5	2	6	17	-0.8	4	14	1	1	-4	-5
O=C(COC(=O)CNC(=O)c1ccccc1)Nc1ccc(S(=O)(=O)N2CCOCC2)cc1	-4	7	0	-8	-0.5	14	-1	-4	-1	-17	-3
CC(/C=C/c1ccccc1)=N\NC(=O)Cn1cncn1	6	16	0	0	-0.4	-6	-7	3	0	13	-5
O=C(Nc1ccc2c(c1)N(S(=O)(=O)c1cccs1)CCC2)c1c(F)cccc1F	3	10	2	-9	-0.6	8	20	1	0	-2	x
CCOc1ccc(S(=O)(=O)NCCC(=O)N2CCCC(C)C2)cc1 (configuration not stated)	-3	5	5	-3	-0.5	5	20	-6	-1	6	-5
COc1ccc(CCNC(=O)CN(c2ccc(OC)cc2)S(C)(=O)=O)cc1	-4	4	-2	9	4.6	-7	-13	17	0	-26	-8
Cc1cccc(C)c1-n1nnnc1C1(C)CCC(=O)N1CC(F)(F)F (configuration not stated)	x	4	3	x	-0.2	x	x	x	x	-17	-10
CS(=O)(=O)Nc1ccc(C(=O)N2CCN(c3ccccc3)CC2)cc1	-11	1	-2	-6	4.8	3	-14	-6	2	-6	-8
COc1ccc(Cl)cc1-c1noc([C@@H]2O[C@H](CO)[C@@H](O)[C@H]2O)n1	1	9	2	-2	1.0	x	-3	0	x	-21	-5
Cc1ccc(C(=O)N/N=C\c2cccnc2)s1	-116	-144	0	1	-0.3	-6	-27	-8	-6	-63	x
COCC(C)NS(=O)(=O)c1ccc(C(=O)NCCCn2ccc3ccccc32)cc1 (configuration not stated)	17	10	-1	-4	0.0	14	-3	-4	4	8	-4
Cc1cc(Cl)ccc1NC(=S)NCC(O)c1ccccc1 (configuration not stated)	-16	-22	10	-3	0.2	2	4	-2	0	-4	3
CCCCN(CC)CCCNC(=O)C1c2ccccc2C(=O)N(C)C1c1cn(C)c2ccccc12 (configuration not stated)	5	17	-2	0	-4.3	9	48	5	3	-2	-5
O=C(c1cccs1)N1CCN(C(=O)N2CCOCC2)CC1	-9	9	-2	3	-1.4	-3	7	-4	4	-12	-4

Three neighbouring records already listed:
SMILES	Peg3 promoter	HIF-2a inh	m5-HT2A agonist	PDI inh	hiPSC survival	TRPM1 prom inh	Shn3 inh set2	Cardio protect	NR2E3 ag-1	NR2E3 ag-2	CaV13 FRET inh
CSCC[C@H](NC(=O)OC(C)(C)C)c1nnc(SCc2ccc(F)cc2)o1	7	12	0	1	6.1	4	24	-15	1	-6	x
O=C(NC(=S)Nc1ccc(N2CCOCC2)cc1)c1cncc(Br)c1	-9	10	2	-5	0.3	-21	-6	-2	-2	0	-4
Cc1cc(C)c(S(=O)(=O)Nc2ncn[nH]2)c(C)c1	5	-1	-1	-5	1.4	16	4	2	x	21	-4

Continuation:
SMILES	Peg3 promoter	HIF-2a inh	m5-HT2A agonist	PDI inh	hiPSC survival	TRPM1 prom inh	Shn3 inh set2	Cardio protect	NR2E3 ag-1	NR2E3 ag-2	CaV13 FRET inh
CC(NC(=O)Nc1ccc(F)cc1)C(c1cccs1)N1CCCC1 (configuration not stated)	7	10	0	-1	-1.5	4	6	3	-1	-4	-5
Cc1ccc2oc(C(=O)NCC(c3ccco3)N3CCCC3)c(C)c2c1 (configuration not stated)	-52	-64	-8	-13	0.3	4	-13	-2	0	-9	-2
COc1ccc(/C=C2\SC(=S)N(CCC(=O)N(CCO)Cc3ccccc3)C2=O)cc1OC	78*	13	-8	-6	-0.6	7	9	7	-1	17	-3
CCCCN(CC)CCCNC(=O)c1cn(CC)c2ccc(S(=O)(=O)N3CCc4ccccc4C3)cc2c1=O	32	12	-9	-2	-1.3	-2	10	-14	0	-16	1
Cc1ccc(C)c(OCC(=O)Nc2ccc(N3CCOCC3)cc2)c1	5	-5	-2	-2	0.1	10	9	-8	-3	-21	8
O=C(CSc1nc(-c2ccco2)cc(C(F)(F)F)n1)NCCc1ccccc1	-15	-10	-2	-12	-2.0	7	-5	-3	1	3	-5
NC1=C(Br)C(=O)c2ccccc2C1=O	-69	-44	4	-19	-0.9	71*	-1	-20	-4	-11	-14
CCOC(=O)C1(Cc2cccc(OC)c2)CCCN(C(=O)CCSC)C1 (configuration not stated)	-117	-231	-2	2	-0.5	-27	-64	8	4	-94	-12
O=C(NNc1c2ccccc2nc2ccccc12)c1ccc(O)cc1O	-15	-50	-6	7	2.4	6	12	34	-3	7	-5
COc1ccc(OCC(O)CN(C2CCCCC2)C2CCCCC2)cc1 (configuration not stated)	13	11	-1	5	-2.9	-2	9	12	-4	17	-4
COC(=O)[C@H](Cc1c[nH]c2ccccc12)NC(=O)NCc1ccc(OC)cc1	2	12	1	7	-0.6	-4	-6	7	-3	-13	-3
Cc1cc(C)c2oc(-c3ccc(Cl)c(NC(=O)c4ccc(C#N)cc4F)c3)nc2c1	-99	-127	-1	13	1.8	28	-23	-14	6	-78	-5
COc1cccc(CNn2c(-c3cccc(C)c3)nc3ccccc3c2=O)c1O	11	9	2	-2	1.3	6	0	6	0	0	-6
COC(=O)c1sccc1NC(=O)CC1C(=O)NCCN1C(=O)c1ccccc1 (configuration not stated)	-7	15	2	10	-0.6	3	3	3	2	-39	-20
CC1(C)CN(c2ccccc2)N(C(=O)c2ccc(C#N)cc2)C1=O	2	-11	-5	-1	-0.6	15	-18	6	2	3	-3
COc1cccc(CN(C)C(=O)CSC(C)C(=O)Nc2cc(C)on2)c1OC (configuration not stated)	14	8	6	2	-0.5	3	3	-4	1	-13	-17
COC(=O)c1ccccc1Nc1cc(C)nc2nc(C)nn12	13	8	1	x	2.7	6	-5	29	-2	-28	-11
Cc1ccc(S(=O)(=O)N2CCN(C(=O)Cn3c(=O)oc4ccccc43)CC2)cc1	-40	-162	3	6	-0.4	-14	-54	-2	x	-45	-13
CC(C)[C@H](NC(=O)c1ccccc1)C(=O)OCC(=O)Nc1ccc2c(c1)OCCO2	-15	-3	-1	6	-3.2	2	12	1	3	2	3
NNC(=O)c1ncoc1-c1ccc(Cl)cc1	5	9	-1	11	-0.8	3	22	8	1	3	-4
Cc1ccc(C2(COC(=O)C(C)C)CO2)c(OC(=O)C(C)C)c1 (configuration not stated)	3	8	-6	x	-1.8	-4	6	2	4	-18	x
COc1ccc(NS(=O)(=O)c2ccc(OC)c3ccccc23)cn1	16	18	2	-5	-1.2	8	6	-15	-1	16	x
COc1cc(OC)c2c(c1)OC(c1ccc(OC)c(OC)c1)C(O)C2=O (configuration not stated)	12	13	-3	x	3.0	x	6	7	-1	-8	3
C=CCN(c1nc(C)c(Br)c(OC)n1)S(=O)(=O)c1ccc(C)cc1	48	14	-3	-7	-0.6	-1	24	-8	3	13	-5
O=C1CCCC/C1=N\Nc1ccc(OCc2ccccc2)cc1	-112	-57	9	1	-1.5	-34	8	-10	1	-15	-5
COc1ccc(OC)c(N=CC2=C(O)CC(C)(C)CC2=O)c1	18	-4	2	10	-0.3	3	-5	11	6	-6	x
COc1ccc(-c2nnc(Nc3ccc(OC)c(C(=O)N4CCCCC4)c3)c3ccccc23)cc1	13	30	3	-4	-3.7	3	7	-2	2	3	-6
COc1cccc(NC(=O)C2C3C=CC(C3)C2C(=O)O)c1 (configuration not stated)	-1	-2	3	6	-0.4	6	-32	-4	-1	-11	-4
O=S(=O)(c1ccccc1)N1CCN(C/C=C/c2ccccc2)CC1	25	1	-4	-6	-0.7	-13	9	-6	6	-22	-10
O=C(NC1CCCC1)c1cc2nc(-c3ccccc3)cc(-c3ccccc3)n2n1	27	15	-2	0	-0.4	9	2	15	2	-15	-17
CC12CCC(C/C1=N/NC(=O)Nc1ccccc1)C2(C)C (configuration not stated)	-65	-74	0	3	-0.5	-34	-27	-2	3	-1	-4
COc1ccccc1C(C)N(C)Cc1nc(COc2ccccc2)no1 (configuration not stated)	0	1	1	0	3.2	0	-9	4	6	-30	x
Cc1cc(C)nc(N(C#N)Cc2ccc([N+](=O)[O-])cc2)n1	-7	8	4	7	-2.0	13	4	17	2	-12	-3
O=C(CNC(=O)c1ccccc1Br)Nc1cccc(S(=O)(=O)Nc2ccccc2Cl)c1	7	19	1	-10	0.0	9	15	8	x	-10	-6
Cc1cc(C(=O)NNc2ccc(Cl)cc2)no1	4	-5	2	9	-0.5	-4	x	-5	1	64	-21
Cc1c(OCC(=O)NC(Cc2c[nH]c3ccc(O)cc23)C(=O)O)ccc2c3c(c(=O)oc12)CCC3 (configuration not stated)	0	10	0	1	1.6	4	1	2	1	24	-2
O=C(COC(=O)CNC(=O)c1ccc(Cl)cc1Cl)NC(=O)NCc1ccccc1	18	17	-8	-10	0.2	6	-2	7	0	-16	-6
C#CCN(C[C@H]1[C@H](OC(=O)NCCCCCC)[C@H](OC(=O)NCCCCCC)C[C@H]2C(=O)N(c3ccccc3)C(=O)[C@@H]12)S(=O)(=O)c1ccc(C)cc1	-4	-13	15*	6	1.7	x	47	-4	x	9	-6
CCOC(=O)N1CCN(C(=O)/C(=C/c2ccc(Br)cc2)NC(=O)c2ccc(OC)cc2)CC1	21	21	-3	-1	5.2	-8	-1	0	3	-10	-5
Cc1ccc(S(=O)(=O)N2CCCCC2)cc1C(=O)Nc1cccnc1	9	14	0	1	-0.5	7	-20	-1	-2	-18	-2
